# Assay outcomes: PubChem, National Center for Advancing Translational Sciences (NCATS)
# uPA surface inh = blocks generation of uPA at the cell surface; cell surface uPA generation assay, qHTS; Potency, µM (doses to about 38.3 µM), for inactives: top-dose activity change, negative = inhibition, hits mostly inhibitors; 330,000 tested, 0.31% active; active means well fitted inhibition curve with a large enough effect; inconclusive means small, poorly fitted or top-dose-only effect; inactive means no such curve, though single readings can be large or run the other way; tested in mouse RAW 264.7 cells; further: on the % scale 0 is the no-effect control and ±100 the full control effect; nearly all actives have a fitted effect of over 55% in size
# VP16 counter = Gal4-VP16 reporter inhibition counter-screen. Drosophila S2 Gal4-VP16 UAS-luciferase, luminescence, 20 h. Potency, µM (highest dose often 53.6 µM), without a hit: top-dose activity, negative = inhibition, usual class: inhibitors. 310,000 tested, 3.5% active. AID 2546;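 further: Gal4-VP16 expression switched on by copper sulfate through the metallothionein promoter; on the % scale 0 is the no-effect control and ±100 the full control effect; nearly all actives have a fitted effect of over 50% in size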
# Rab9 prom act = activators of Rab9 promoter | 320,000 tested, 2.8% active | Huh7 Rab9 promoter-luciferase reporter, luminescence, 24 h | Potency, µM (titrated, usually from 9.22 µM), without a hit: at the top dose activation, negative = inhibition, usual class: activators | AID 485297; further: % of control where 0% means no effect; nearly all actives have a fitted effect of over 60% in size
#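 Steps: seed 1500 Huh7 Rab9-luc cells per well, rest 2 h at 37 °C; add compound in DMSO; incubate 24 h; add luciferase reagent, 10 min ambient; read luminescence.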
# FLuc modulator = inhibits or activates purified firefly luciferase, miR-21 counter-screen; P08659; purified FLuc, Km substrates, luminescence inhibition; Potency, µM (titrated, usually from 57.5 µM), for the others: at the top dose activity change, negative = inhibition, hits mostly inhibitors; 360,000 tested, 6.9% active;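 further: plate controls were vehicle for no effect and reference inhibitor for full effect; nearly all actives have a fitted effect of over 55% in size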
# Target sequence (P08659 whole entry, looked up): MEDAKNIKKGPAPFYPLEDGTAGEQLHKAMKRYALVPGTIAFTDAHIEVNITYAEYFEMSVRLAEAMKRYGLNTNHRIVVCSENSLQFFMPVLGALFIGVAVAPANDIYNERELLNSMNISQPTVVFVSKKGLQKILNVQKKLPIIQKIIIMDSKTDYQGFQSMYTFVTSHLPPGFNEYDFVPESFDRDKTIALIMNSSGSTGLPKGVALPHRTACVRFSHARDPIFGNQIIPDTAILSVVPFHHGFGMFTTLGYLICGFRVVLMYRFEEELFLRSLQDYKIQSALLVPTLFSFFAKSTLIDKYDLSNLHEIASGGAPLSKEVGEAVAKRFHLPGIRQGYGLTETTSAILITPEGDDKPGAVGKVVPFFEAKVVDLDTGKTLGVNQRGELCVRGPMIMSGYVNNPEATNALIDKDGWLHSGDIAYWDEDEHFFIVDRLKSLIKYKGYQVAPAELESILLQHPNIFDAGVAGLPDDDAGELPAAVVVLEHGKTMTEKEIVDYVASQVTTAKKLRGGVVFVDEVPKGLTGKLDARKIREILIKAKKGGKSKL
#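 Purified P. pyralis luciferase, 10 nM final, with Km-level 10 uM D-luciferin and 10 uM ATP in 50 mM Tris acetate pH 7.5, 10 mM Mg acetate, 0.01% Tween-20, 0.05% BSA; 6-point qHTS titration about 60 µM downward; luminescence read.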
# ELG1 genotox = inducers of genotoxicity in HEK293T ELG1-luciferase cells; HEK293T ELG1-luciferase reporter, luminescence, 16 h; Potency, µM (titrated, usually from 46 µM), for the others: at the top dose activity change, positive = activation, usual class: activators; 330,000 tested, 1.3% active; AID 504466; further: % of control where 0% means no effect; nearly all actives have a fitted effect of over 60% in size
#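 Cells (2,000/well) expressing the ELG1-luciferase fusion are dosed by pin tool and kept 16 hr at 37 °C, 5% CO2. Signal comes from ONE-Glo luciferase reagent after 30 min at room temperature.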
# BRCA1 expr act = activators of BRCA1 expression; MCF7-BRCA1-FFLuc reporter, luminescence, 48 h; response scale: scaled: vehicle 0%, 10 µM genistein 100%; Potency, µM (highest dose often 46.1 µM), for inactives: top-dose activation, actives largely listed as activators; 380,000 tested, 1.1% active; AID 624202; further: nearly all actives have a fitted effect of over 80% in size; some results filed as inactive show a strong effect at the top dose
#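 First, MCF7-BRCA1-FFLuc cells (2000/well) attach for 2 h; next, compounds are pin-added and incubated 48 h at 37 °C; finally, luciferase reagent is added and luminescence read after 15 min.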
# CXXC DNA block = inhibitors of human MLL CXXC domain-DNA interaction; Q03164; MLL-CXXC / FITC-HOXA9 DNA fluorescence polarization; Potency, µM (titrated, usually from 115 µM), for inactives: at the highest dose activity change, negative = inhibition, usual class: inhibitors; 290,000 tested, 0.037% active; active means well fitted inhibition curve with a large enough effect in the polarisation, with a control signal flat, not every such curve was filed as active; inconclusive means small, poorly fitted or top-dose-only effect, or effect the other way, or a change in a side signal; inactive means no such curve, though single readings can be large or run the other way; the % refers to the polarisation
#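 Purified MLL-CXXC (added from a 7 uM solution) was preincubated 5 min at ambient with pinned compounds in 50 mM Tris-HCl pH 7.5, 50 mM NaCl, 1 mM DTT, 0.05% BSA. Fluorescein-labeled HOX-A9 DNA (50 nM solution) followed, 30 min, then polarization read.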
# MBNL1 CUG block = inhibitors of human MBNL1 binding to CUG repeat RNA; TR-FRET MBNL1-His/biotin-(CUG)12 binding, 665/545 ratio; Potency, µM (doses to about 57.5 µM), without a hit: at the highest dose activity change, negative = inhibition, usual class: inhibitors; 280,000 tested, 0.036% active; AID 2675; active means well fitted inhibition curve with a large enough effect in the signal ratio, with a control signal flat, not every such curve was filed as active; inconclusive means small, poorly fitted or top-dose-only effect, or effect the other way, or a change in a side signal; inactive means no such curve, though single readings can be large or run the other way; the % refers to the signal ratio; further: on the % scale 0 is the no-effect control and ±100 the full control effect
# Target sequence (Q9NR56 whole entry, looked up): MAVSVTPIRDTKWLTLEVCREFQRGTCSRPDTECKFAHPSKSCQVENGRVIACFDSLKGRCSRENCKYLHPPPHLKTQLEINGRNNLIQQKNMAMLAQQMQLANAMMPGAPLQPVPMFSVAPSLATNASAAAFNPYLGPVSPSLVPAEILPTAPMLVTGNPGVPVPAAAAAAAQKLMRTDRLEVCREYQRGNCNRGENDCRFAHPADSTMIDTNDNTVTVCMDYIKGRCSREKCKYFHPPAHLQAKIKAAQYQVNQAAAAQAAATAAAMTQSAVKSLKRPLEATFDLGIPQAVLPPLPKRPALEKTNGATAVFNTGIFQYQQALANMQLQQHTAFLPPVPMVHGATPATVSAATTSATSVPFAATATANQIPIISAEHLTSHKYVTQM
#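 TR-FRET between His-tagged MBNL1 and biotin-(CUG)12 RNA, detected with Tb anti-His antibody (0.055 ng/ul) and streptavidin-XL665 (5 nM), 60 min at room temperature. Compounds titrated 92 nM to 58 uM; 665/545 nm ratio normalized to buffer and complex controls.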
# p53 reactivator = re-activators of mutant p53. H1299 p53-A138V BP100-luciferase reporter, luminescence, 24 h. Potency, µM (series often up to 92.2 µM), for the others: top-dose activity change, positive = activation, usual class: activators. 320,000 tested, 0.063% active; further: % of control where 0% means no effect; nearly all actives have a fitted effect of over 45% in size
#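 p53-null H1299 cells stably carrying temperature-sensitive p53-A138V and a BP100-luciferase reporter were pinned with compounds (4-point, 1:5 series) and held 24 hrs at 37 deg C. Luminescence was read 10 min after detection reagent.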
# RORgamma inh = ROR gamma (mouse) transcription inhibition; AID 2551; P51450; Drosophila S2 Gal4-RORgamma UAS-luciferase reporter, 20 h; Potency, µM (highest dose often 53.6 µM), for inactives: top-dose activity change, negative = inhibition, most hits filed as inhibitors; 310,000 tested, 5.4% active; further: on the % scale 0 is the no-effect control and ±100 the full control effect; nearly all actives have a fitted effect of over 60% in size
#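 Schneider cells (Drosophila), stable Gal4 DBD–ROR gamma + UAS-luc; 1 hr cmpd preincubation; Cu2+ induction 700 uM final; 20 hr ambient; luminescence.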
# NPC1 promoter act = activators of NPC1 promoter; Huh7 NPC1 promoter luciferase reporter, 24 h; AID 485313; Potency, µM (top dose mostly 9.22 µM), for inactives: at the top dose activation, usual class: activators; 320,000 tested, 2.4% active;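 further: % of control where 0% means no effect; nearly all actives have a fitted effect of over 60% in size; reporter is driven by a mutant NPC1 promoter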
#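 Compounds in DMSO were transferred onto Huh7 NPC1-luciferase reporter cells pre-incubated 2 h; after 24 h at 37 °C, Amplite reagent was dispensed and luminescence recorded 10 min later.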
# Numbers without * were called inactive; ? = inconclusive; · = no result given; [ ] = another dose, or the depositor's remark. Unless noted, the call rests on the fitted dose curve; in most records, active means well fitted curve in the direction sought with a large enough effect; inconclusive means small, poorly fitted or top-dose-only effect, or another doubt; inactive means no such curve, though single readings can be large; an effect the other way counts as inactive or inconclusive. Potency means the concentration at half of the fitted maximal effect.
# The first 2 entries (preview)
SMILES,uPA surface inh,VP16 counter,Rab9 prom act,FLuc modulator,ELG1 genotox,BRCA1 expr act,CXXC DNA block,MBNL1 CUG block,p53 reactivator,RORgamma inh,NPC1 promoter act
Cc1cc(C(=O)NC2CCCN(Cc3ccccc3F)C2)no1 (configuration not stated),5%,-5%,0%,-1%,-1%,2%,9%,-3%,-13%,-5%,3%
O=C(C[n+]1ccsc1)c1ccccc1,-4%,7%,-2%,3%,-1%,21%,6%,5%,0%,7%,-4%

# This part in full (from the top)
SMILES,uPA surface inh,VP16 counter,Rab9 prom act,FLuc modulator,ELG1 genotox,BRCA1 expr act,CXXC DNA block,MBNL1 CUG block,p53 reactivator,RORgamma inh,NPC1 promoter act
Cc1cc(C(=O)NC2CCCN(Cc3ccccc3F)C2)no1 (configuration not stated),5%,-5%,0%,-1%,-1%,2%,9%,-3%,-13%,-5%,3%
O=C(C[n+]1ccsc1)c1ccccc1,-4%,7%,-2%,3%,-1%,21%,6%,5%,0%,7%,-4%
CC(=O)N1CCN=C1SCc1ccccc1Cl,?,5%,2%,-1%,0%,-8%,-2%,1%,?,9%,4%
Cc1ccc(CNC(=O)C2CC3Cn4c(nc5cc(C)c(C)cc54)C3N2C)o1 (configuration not stated),-18%,-13%,-8%,-4%,0%,4%,13%,3%,0%,6%,-4%
CC1SC(=Nc2ccccc2)N(S(=O)(=O)c2ccccc2)C1=O (configuration not stated),9%,-10%,-4%,1%,-1%,12%,6%,0%,6%,16%,-3%
Cc1c(C(=O)NCC(C)C)sc2nc(-c3ccc(F)cc3)cn12,-6%,?,2µM*,-12%,?,?,6%,-1%,26%,-33%,?
COc1ccc(C(=O)CSc2nnc(CNc3ccc(C)cc3C)o2)cc1,1%,·,-2%,4%,?,3%,4%,4%,4%,-31%[0.365 µM],1%
COc1ccc(CC(=O)NCc2n[nH]c(=S)n2-c2ccccc2OC)cc1,6%,4%,-3%,-7%,0%,-7%,5%,-7%,-4%,-6%,-3%
O=C(C1CCCN1S(=O)(=O)c1ccc(Cl)cc1)N1CCCCC1 (configuration not stated),12%,-5%,0%,1%,2%,-12%,4%,-5%,-4%,0%,0%
COc1ccc(S(=O)(=O)Nc2ccccc2N2CCOCC2)cc1OC,7%,·,-2%,-2%,2%,-20%,·,·,3%,·,0%
O=C1c2oc3ccc(F)cc3c(=O)c2C(c2ccccc2)N1CC1CCCO1 (configuration not stated),·,0%,5%,0%,-3%,-1%,-5%,-4%,-1%,-4%,0%
Cc1cccnc1NC(=O)Cn1nc(C)c([N+](=O)[O-])c1C,-2%,-6%,-1%,1%,1%,-21%,2%,-3%,-4%,-2%,-1%
Cc1cc(N2CCN(C(c3ccccc3)c3ccccc3)CC2)n2ncnc2n1,2%,13%,·,0%,·,-11%,7%,6%,·,12%,·
CC(=O)/C(C#N)=C1\NC(=O)C(Cc2ccc(C)c(Cl)c2)S1 (configuration not stated),-5%,0%,5%,?,-15%,-37%,-5%,-3%,15%,7%,-3%
N#C/C(=C\c1ccc(N2CCOCC2)o1)C(=O)Nc1ccc(O)cc1,-11%,-29%,25%,5.4µM*,?,49%,?,?,0%,-41%,22%
O=C(Nc1c2c(nn1-c1ccc(F)cc1)CSC2)c1ccc(S(=O)(=O)N2CCOCC2)cc1,·,13%,-5%,5%,2%,5%,-5%,-4%,-4%,-4%,-1%
CCOC(=O)C1=C(C)NC(C)=C(C(=O)OC)C1c1ccco1 (configuration not stated),0%,17%,1%,-2%,2%,-34%,2%,·,-5%,25%,-2%
O=C(Cc1cccs1)Nc1ccon1,·,6%[0.365 µM],-4%,-2%,-7%,1%,3%,?,-8%,-6%,4%
NC(=O)CSc1nc2sc3c(c2c2ncnn12)CCCC3,5%,0%,0%,-2%,3%,0%,8%,-10%,-5%,-28%,-4%
CCCCOC(=O)C1=C(C)NC2=C(C(=O)CCC2)C1c1cc(OC)ccc1OC (configuration not stated),-3%,-1%,3%,2%,-4%,-30%,-11%,1%,-3%,9%,-2%
CC1CCCCC1NC(=O)c1ccc2c(c1)[nH]c(=O)n2C1CCCC1 (configuration not stated),-4%,2%,1%,-3%,-13%,-2%,-9%,-6%,-3%,20%,3%
CN(C)S(=O)(=O)c1ccc(Cl)c(NC(=O)CN2CCCCCC2)c1,3%,-9%,-4%,4%,-4%,0%,16%,-10%,0%,-11%,-1%
COc1ccc(COC(=O)C2=C(C)NC(=O)NC2c2cccc(OC)c2OC)cc1 (configuration not stated),-2%,5%,1%,2%,-2%,-22%,-11%,-2%,4%,7%,-3%
Nc1nc(N2CCN(c3cccc(Cl)c3)CC2)n[nH]1,3%,-1%,0%,8%,1%,4%,14%,-4%,1%,14%,-2%
CN(C)c1cccc(C(=O)Nc2nnc(Cc3ccccc3)s2)c1,1%,-12%,29%,?,?,34%,13%,38%[activator],19%,-33%,18%
# Later entries:
SMILES,uPA surface inh,VP16 counter,Rab9 prom act,FLuc modulator,ELG1 genotox,BRCA1 expr act,CXXC DNA block,MBNL1 CUG block,p53 reactivator,RORgamma inh,NPC1 promoter act
CC(=O)OC[C@H]1O[C@H](C/C=N/OC[C@@H](O)[C@H]2O[C@@H]3OC(C)(C)O[C@@H]3[C@H]2O)C=C[C@@H]1OC(C)=O,·,-10%,0%,1%,-1%,·,-4%,-24%,-2%,-4%,2%
CC(C)Sc1nc(NCc2ccco2)c2c3c(sc2n1)COC(C)(C)C3,-3%,?,?,?,?,62%,12%,15%,?,32%,18%
O=C(NCCCn1ccnc1)c1ccc(COc2ccccc2)o1,1%,·,-4%,-1%,13%,-6%,·,·,-6%,·,-5%
Cc1ccc(NC2=NC(c3ccco3)n3c(nc(C)cc3=O)N2)c(C)c1 (configuration not stated),·,-2%,-2%,1%,-2%,·,2%,-2%,4%,-12%,12%
Cc1cc(Br)c(NC(=O)CCNC(=O)OCc2ccccc2)cc1C,27%,-2%,0%,-1%,-1%,31%,-3%,-4%,·,1%,-4%
Cc1cc(C)n2nc(C(=O)OCCOc3ccc(F)cc3)nc2n1,-1%,-9%,0%,-14%,-7%,-7%,0%,-13%,4%,22%,2%
CC1(C)Cc2c(cnn2-c2ccc(F)cc2)C(NC(=O)CCCN2CCCCC2=O)C1 (configuration not stated),0%,-2%,-2%,-2%,8%,-4%,5%,-4%,?,41%,2%
COc1ccc(Nc2nnc(C)c(=O)[nH]2)c(OC)c1,9%,-5%,2%,-2%,-2%,-26%,6%,-7%,-3%,0%,0%
COc1ccc(OCCCC(=O)Nc2cccc(S(=O)(=O)N3CCCCCC3)c2)cc1,-14%,·,-2%,-12%,-7%,-22%,·,·,1%,·,4%
O=C(N/N=C/c1ccccc1[N+](=O)[O-])c1ccc2c(c1)OCCO2,-13%,7.1µM*,?,0.24µM*,?,-14%,-4%,?,8%,3.5µM*,0.63µM*
CC12CCC(C(=O)N(NC(=O)c3cc(Cl)ccc3O)C1=O)C2(C)C (configuration not stated),8%,1%,-3%,?,-3%,2%,1%,17%,7%,2%,1%
O=C(CCC(=O)c1ccccc1)NCCOc1ccccc1,1%,2%[10 µM],-1%,-7%,1%,25%,17%,-5%,-1%,-15%,-10%

# An excerpt from above in order of the NPC1 promoter act value, falling.
molecule | uPA surface inh | BRCA1 expr act | CXXC DNA block | p53 reactivator | RORgamma inh | NPC1 promoter act
Cc1ccc(NC2=NC(c3ccco3)n3c(nc(C)cc3=O)N2)c(C)c1 (configuration not stated) | · | · | 2% | 4% | -12% | 12%
Cc1cc(C)n2nc(C(=O)OCCOc3ccc(F)cc3)nc2n1 | -1% | -7% | 0% | 4% | 22% | 2%
O=C(CCC(=O)c1ccccc1)NCCOc1ccccc1 | 1% | 25% | 17% | -1% | -15% | -10%

# An excerpt, so the mix of outcomes need not match the whole.
